# Gli-Sufu antag = blocks Gli-Sufu signaling in a luciferase reporter. Sufu-KO-LIGHT fibroblasts, Gli luciferase reporter luminescence. inhibition, % at 5 µM. 340,000 compounds, 0.74% hits. AID 588413;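 active = inhibition above about 55%, limit read from the data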;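 also: 0% = DMSO-treated cells and 100% = wells with medium but no cells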
# SENP7 block = SENP7 protease inhibition. AID 434973. 330,000 compounds, 1.5% hits. inhibition, % at 5 µM. recombinant SENP7, Z-RLRGG-aminoluciferin luminescence, 40 min. Q9BQF6;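 active = inhibition above about 50% at the single test dose, limit read from the data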;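 also: plate controls were DMSO with enzyme for no effect and no enzyme buffer wells for full effect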
# HKDC1 inhibitor = inhibitors of human hexokinase HKDC1; Q2TB90; recombinant HKDC1, G6PDH/diaphorase resazurin coupled fluorescence; inhibition, % at 20 µM; 340,000 compounds, 0.16% hits; AID 493160;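 active = inhibition above about 35% when tested at 20 µM, limit read from the data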;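 also: plate controls were DMSO wells with enzyme for no effect and DMSO wells lacking enzyme for full effect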
#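 Material: recombinant HKDC1 hexokinase; Amount: HKDC1 at 5 µg/mL; Medium: Tris pH 8.0 buffer with MgCl2, Tween-20, BSA, BME; Schedule: 90 min reaction incubation at room temperature, dark; Technique: coupled resazurin fluorescence, excitation 525 nm, emission 613 nm.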
# SENP8 block = blocks the human protease SENP8 | purified SENP8, Z-RLRGG-aminoluciferin cleavage, luminescence | inhibition, % at 10 µM | 330,000 compounds, 1.2% hits | AID 2540
# Apaf1 inhib = inhibitors of human Apaf-1 apoptosome; O14727; inhibition, % at 20 µM; reconstituted apoptosome caspase-3 activity, DEVD-Rh110 fluorescence; 330,000 compounds, 0.71% hits; active = inhibition of at least 40% at 20 µM;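 also: plate controls were DMSO wells for no effect and DEVD-CHO caspase inhibitor wells for full effect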
# Target sequence (O14727 whole entry, looked up): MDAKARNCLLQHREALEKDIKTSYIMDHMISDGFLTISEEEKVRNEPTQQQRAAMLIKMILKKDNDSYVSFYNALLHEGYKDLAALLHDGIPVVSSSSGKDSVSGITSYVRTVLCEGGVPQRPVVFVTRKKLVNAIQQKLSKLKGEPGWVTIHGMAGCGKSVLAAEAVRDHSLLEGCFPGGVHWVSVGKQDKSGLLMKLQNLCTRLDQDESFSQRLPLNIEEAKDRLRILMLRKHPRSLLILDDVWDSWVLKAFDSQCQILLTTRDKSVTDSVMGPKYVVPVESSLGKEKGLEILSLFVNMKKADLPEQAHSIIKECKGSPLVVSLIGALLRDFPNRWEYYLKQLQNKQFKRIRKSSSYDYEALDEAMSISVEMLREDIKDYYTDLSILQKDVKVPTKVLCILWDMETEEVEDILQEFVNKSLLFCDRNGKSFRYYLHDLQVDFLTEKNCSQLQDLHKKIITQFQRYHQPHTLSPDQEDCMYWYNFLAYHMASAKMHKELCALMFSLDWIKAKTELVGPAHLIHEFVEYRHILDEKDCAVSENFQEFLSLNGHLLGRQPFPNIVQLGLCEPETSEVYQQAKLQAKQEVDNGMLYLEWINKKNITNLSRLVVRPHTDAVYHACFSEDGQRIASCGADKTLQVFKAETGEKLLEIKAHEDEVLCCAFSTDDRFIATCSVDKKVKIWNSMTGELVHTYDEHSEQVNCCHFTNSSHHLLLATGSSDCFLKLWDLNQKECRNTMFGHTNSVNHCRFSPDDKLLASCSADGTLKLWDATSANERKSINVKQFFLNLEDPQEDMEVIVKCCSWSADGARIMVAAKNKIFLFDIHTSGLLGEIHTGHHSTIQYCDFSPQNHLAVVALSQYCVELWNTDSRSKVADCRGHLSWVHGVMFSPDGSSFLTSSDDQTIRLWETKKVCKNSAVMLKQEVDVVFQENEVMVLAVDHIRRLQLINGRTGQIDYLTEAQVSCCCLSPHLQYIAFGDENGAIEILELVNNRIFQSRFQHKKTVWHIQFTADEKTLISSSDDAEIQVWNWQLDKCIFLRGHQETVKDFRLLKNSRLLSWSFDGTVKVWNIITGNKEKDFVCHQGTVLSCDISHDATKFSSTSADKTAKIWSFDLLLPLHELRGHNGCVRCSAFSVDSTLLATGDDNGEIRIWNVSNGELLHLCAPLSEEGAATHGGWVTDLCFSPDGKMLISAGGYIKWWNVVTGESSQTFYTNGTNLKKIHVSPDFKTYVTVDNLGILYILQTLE
#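 Material: cell-free apoptosome with Apaf-1, procaspase-3 and caspase-9; Buffer or medium: Hepes pH 7.5 with detergent and BSA; Reagent: cytochrome c trigger plus (Z-DEVD)2-Rh110 caspase-3 substrate; Times: compound with Apaf-1, dATP, procaspase-3 30 min, then 50 min reaction, room temperature; Technique: Rh110 fluorescence intensity.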
# UBC13 inh = blocks human UBC13 polyubiquitin chain formation; P61088; TR-FRET; inhibition, % at 20 µM; 330,000 compounds, 0.47% hits; in the data active = inhibition above about 45%, passing the limit was not always enough
# 697 NFkB inh = inhibitors of the PMA/ionomycin-induced NF-kB reporter in 697 B cells. 697 B-cell NF-kB luciferase reporter, 16 h. inhibition, % at 4 µM. 330,000 compounds, 0.33% hits; in the data active = inhibition above about 35%
# Jurkat NFkB inh = inhibitors of the PMA/ionomycin-induced NF-kB reporter in Jurkat cells | inhibition, % at 4 µM | PMA/ionomycin-induced NF-kB luciferase reporter, luminescence | AID 435003 | 330,000 compounds, 0.53% hits
# An asterisk follows results filed as active; nt = no result given. Rule as the data show it, unless noted: active = inhibition above about 50%; inactive = the rest. Rows are unselected; 3.6% or so of the library scored in one or more.
SMILES,Gli-Sufu antag,SENP7 block,HKDC1 inhibitor,SENP8 block,Apaf1 inhib,UBC13 inh,697 NFkB inh,Jurkat NFkB inh
C=CCn1c(SCC(=O)c2cc(C)n(C)c2C)nnc1-c1ccncc1,-6.5,-2.7,-3.2,-2.4,-16.9,-2.9,8.2,7.7
CN(Cc1ccccc1Br)C(=O)CSc1nnnn1C1CC1,1.0,0.3,-4.5,4.2,4.9,-2.8,-35.4,-8.5
CCOc1ccc2nc(SCC(=O)Nc3cccc(S(=O)(=O)NC4=NCCCCC4)c3)[nH]c2c1,-3.0,5.5,7.8,-3.5,4.2,13.2,2.5,-2.5
Cc1cc2c(=O)[nH]c(Cc3ccccc3)nc2s1,-0.6,3.0,-7.0,1.5,-3.9,-1.6,15.9,9.2
CCOc1ncccc1C(=O)OCc1ccc(C#N)cc1,1.0,0.2,16.6,7.7,-3.1,6.8,-3.5,10.3
O=C(CSc1nnc(CNC(=O)C23CC4CC(CC(C4)C2)C3)n1-c1ccc(F)cc1)Nc1ccccc1,9.0,-1.8,2.7,-4.0,14.5,-2.0,-22.7,3.3
COc1cc(OC)cc(-c2nnc(SCc3c(F)cccc3Cl)o2)c1,-31.6,6.8,-4.8,-13.0,21.6,6.7,-52.7,-12.1
Cc1csc(SCC(=O)Nc2sccc2C#N)n1,-107.4,94.0*,-4.8,92.7*,0.3,12.4,-41.1,-158.8
CCOc1cc(C(=O)Nc2ccc3c(c2)OCO3)ccc1OC(F)F,-7.4,-0.7,-5.3,-11.2,-10.2,2.0,2.1,-22.3
O=C(CCl)NCc1c(Cl)cccc1-n1cccc1,3.7,3.5,-10.5,2.1,-17.1,-1.8,14.1,-2.0
CCOC(=O)COc1ccc(-c2nnc(-c3ccccc3)o2)cc1,-1.3,74.1*,0.0,26.5,-1.9,-4.0,22.8,-6.1
CN(C)c1ccc(CN(C(=O)C2COc3ccccc3O2)C2CCS(=O)(=O)C2)cc1 (configuration not stated),0.1,0.5,11.4,9.8,-6.1,3.3,11.6,-5.8
Cc1cc(NC(=O)c2ccccc2F)ncc1NC(=O)c1cccs1,-28.2,35.0,-7.5,38.9,-11.7,0.4,-29.0,-25.4
O=C(CCn1nc(-c2ccccc2)ccc1=O)N1CCN(c2ccccc2)CC1,-3.0,-7.9,-8.3,-13.6,8.9,-0.6,-2.1,-8.5
Cc1ccc(CN2CCNC(=O)C2CC(=O)NC2CCCCCC2)o1 (configuration not stated),4.6,6.1,-10.2,1.6,-18.9,8.0,6.0,19.6
Cn1ccc(C(=O)N/N=C/c2cccnc2)n1,-13.5,-18.5,-3.4,-10.2,7.6,-1.0,-17.3,-5.7
Cc1cc(C)n(-c2cc(N3CCN(C(=O)c4ccccc4C)CC3)ccc2[N+](=O)[O-])n1,-1.0,-3.5,1.5,0.7,8.7,-7.6,-7.4,14.7
Cn1c(=O)n(C)c2cc(S(=O)(=O)N3CCCc4ccccc43)ccc21,-1.4,3.9,0.4,-4.5,7.1,10.9,-6.6,22.2
CC(=O)Nc1ccc(S(=O)(=O)NNC(=O)COc2cc(C)ccc2C(C)C)cc1,-2.9,-13.1,-2.0,-7.4,12.5,-15.8,-26.4,-12.1
Cc1ccc(S(=O)(=O)N2C(=O)c3cccc4cccc2c34)cc1,6.1,8.7,4.1,1.8,-7.1,9.4,-3.4,3.1
CCOc1cc(NC(=S)NCCCN2CCOCC2)c(OCC)cc1NC(=O)c1ccc(C)cc1,-6.1,12.9,13.2,-4.0,0.5,8.3,7.8,-6.1
CCCCc1cc(=O)oc2cc(OCC(=O)NCc3ccccn3)ccc12,-2.4,1.2,2.1,-2.7,-2.1,-5.3,0.9,4.1
CCCCS(=O)(=O)N1CCC(C(=O)NCC2CCCO2)CC1 (configuration not stated),-0.1,-19.1,-8.4,-13.0,4.2,-3.4,4.8,12.4
O=C(O)c1cnn2c1C(=O)N(Cc1cccs1)CC2,6.1,-6.7,-9.2,2.9,-22.3,-5.7,-38.7,-48.7
CCOC(=O)C1(Cc2ccccc2C)CCCN(C(=O)c2ccccn2)C1 (configuration not stated),-5.4,7.8,-10.8,2.1,2.2,0.3,-8.4,-20.7
SMILES,Gli-Sufu antag,SENP7 block,HKDC1 inhibitor,SENP8 block,Apaf1 inhib,UBC13 inh,697 NFkB inh,Jurkat NFkB inh
O=C(Cc1ccc(Cl)c(Cl)c1)N/N=C/c1cccnc1,8.7,8.6,-0.9,-7.2,4.9,2.1,15.4,-5.3
CC(C)c1ccc(CN(C)CC(O)c2ccccc2)cc1 (configuration not stated),nt,0.7,-1.9,8.1,-7.6,4.3,17.6,-6.7
Cc1noc(C)c1S(=O)(=O)NC1CCN(Cc2ccccc2)CC1,2.9,-1.9,-3.5,3.8,3.6,-1.8,11.8,18.6
O=C(Nc1ccccc1C(=O)NCc1ccccc1)c1ccco1,6.8,-2.2,2.2,-3.0,2.3,7.0,4.7,-2.5
O=C(Nc1c(C(=O)N2CCCCC2)cnn1-c1ccccc1)c1ccccc1F,-2.8,0.5,-1.6,0.2,-21.1,10.1,19.0,16.7
COc1ccc(C2NN=C(c3ccc(C)cc3)S2)cc1OC (configuration not stated),-106.6,94.5*,-0.8,92.2*,0.9,32.7,-119.5,-136.5
CCn1c(/C=C/Nc2ccccc2)[n+](CC)c2ccc(C(=O)OCC(F)(F)F)cc21,18.2,3.0,-15.7,14.0,-19.5,7.6,-28.4,11.1
O=c1c2ccccc2ncn1CCOCCOc1ccc([N+](=O)[O-])cc1,2.5,9.8,-7.9,-0.9,1.1,-1.4,-3.0,1.1
Cc1ccc(NC(=O)CSc2ncccc2C(=O)Oc2cccc([N+](=O)[O-])c2)cc1Cl,-54.3,-2.1,-2.0,1.2,11.5,3.3,-90.2,-28.7
O=c1c(-c2ccccc2)cnc2n1CCS2,14.8,4.7,-2.7,6.6,0.0,-2.9,9.6,-3.4
N[C@@H](Cc1ccccc1)C(=O)N1CCOCC1,-2.7,1.2,-7.5,-0.5,-4.1,-4.9,9.6,11.9
O=C(c1cccc2cccc(O)c12)N1CCCCC1,-9.2,9.3,16.0,-2.2,-3.9,1.6,16.1,10.2
O=C(Nc1ccccc1Cl)O/N=C/c1ccncc1,8.4,0.7,-8.4,-0.1,-4.7,-3.5,-11.3,16.8
Cc1cc(C)cc(NC(=O)CN2CCN(c3ncccn3)CC2)c1,-33.3,14.0,-13.2,3.9,-1.1,0.4,0.4,-1.5
CC1CCCN(C(=O)Cc2ccc(F)cc2)C1 (configuration not stated),-8.9,-1.1,0.1,-5.8,-1.9,4.6,-11.1,1.1
CCN(c1ccc(NC(=O)COC(=O)c2ccc3ccccc3n2)cc1)C(C)C,1.5,-4.9,-4.4,-10.2,0.2,-1.3,11.3,-4.1
O=C(NCc1ccccc1)C1=C[C@H](C2CC2)C[C@H](OCCCCO)O1,1.9,-1.9,-6.6,3.1,-11.0,5.6,2.5,5.5
CCOc1ccccc1C1C(C(N)=O)=C(C)Nc2nc(-c3cccc(C)c3)nn21 (configuration not stated),1.3,-12.2,1.6,-6.7,16.2,-1.3,-10.3,-7.4
O=C1c2ccc3c4c(ccc(c24)C(=O)N1c1cccc(O)c1)C(=O)N(c1cccc(O)c1)C3=O,21.7,19.4,6.3,6.0,20.6,-31.0,-42.9,3.8
O=C(CSc1nc2ncccc2[nH]1)NC1CCCCC1,4.7,-1.7,-8.0,-5.2,4.5,-4.4,-5.8,6.8
CC1CC(C)CN(c2ccc([N+](=O)[O-])nc2)C1 (configuration not stated),-5.7,-6.5,7.4,-14.2,14.2,-29.1,6.1,-1.2
COc1ccc(C)cc1NC(=O)C(=O)NNC(=O)c1ccco1,9.2,-5.0,-0.9,-3.6,0.4,-3.5,-1.3,-3.3
CCOC(=O)C(CC)Sc1nc(N)c(NC(=O)c2ccc(OC)c(OC)c2)c(=O)[nH]1 (configuration not stated),-0.9,4.2,-6.3,2.2,-9.9,3.7,17.4,3.9
CCS(=O)(=O)c1ccc2oc(Nc3ccccc3Br)nc2c1,-31.8,95.1*,1.4,86.9*,0.2,-3.5,-81.6,-107.3
CC(=O)c1cccc(OCc2cc(C(=O)NCCC3=CCCCC3)no2)c1,-66.9,4.7,-3.1,6.2,12.8,4.5,-132.8,-76.6

# An excerpt from above in order of the 697 NFkB inh value, high to low:
canonical_smiles | 697 NFkB inh
Cc1noc(C)c1S(=O)(=O)NC1CCN(Cc2ccccc2)CC1 | 11.8
CC1CC(C)CN(c2ccc([N+](=O)[O-])nc2)C1 (configuration not stated) | 6.1
O=C1c2ccc3c4c(ccc(c24)C(=O)N1c1cccc(O)c1)C(=O)N(c1cccc(O)c1)C3=O | -42.9

# Going on with the list.
SMILES,Gli-Sufu antag,SENP7 block,HKDC1 inhibitor,SENP8 block,Apaf1 inhib,UBC13 inh,697 NFkB inh,Jurkat NFkB inh
COc1ccc(NC(=O)C(CC(C)C)NC(=O)C2CCC(C)CC2)c(OC)c1 (configuration not stated),-2.5,3.0,-2.2,1.9,-9.8,0.5,7.9,4.6
O=C1CCCCC/C1=N/Nc1ccc(OCc2ccccc2)cc1,0.5,4.6,5.2,-0.4,-5.9,-1.2,-0.8,-1.1
O=C(Nn1cnc2ccccc2c1=O)c1c(F)cccc1F,-0.3,-4.8,10.0,-0.9,-5.6,7.4,5.7,6.8
Nc1c(-c2n[nH]c(=S)n2-c2ccc(Cl)cc2Cl)cnn1-c1ccccc1,6.8,2.4,3.3,3.0,-4.3,4.6,-7.4,13.9
COc1cc(/C=C/C(=O)N(C)CC(=O)Nc2ccccc2SC)cc(OC)c1OC,2.9,-2.8,-6.0,-8.5,-5.2,0.2,-41.2,24.2
COc1cc2nc(N(C)C)nc(N)c2cc1OC,10.9,0.1,1.4,5.4,-2.8,17.0,-1.5,0.1
COc1ccc(CCNC(=O)CN2C(=O)NC3(CCCCC3C)C2=O)cc1 (configuration not stated),-6.5,13.0,-3.6,-2.4,1.9,-8.9,15.8,-6.2
Cc1cccc(OCC(=O)N2CCN(C(=O)c3ccc([N+](=O)[O-])cc3)CC2)c1,-4.1,1.6,-6.1,-5.4,-17.8,0.1,25.6,3.9
COc1cc(OC)cc(C(=O)N[C@H](C(=O)NCc2ccco2)C(C)C)c1,-14.1,-4.6,-6.6,2.1,1.0,-13.1,-5.2,5.7
Cc1nc2ccccn2c1C(=O)Nc1ccc(Cl)cc1,-50.4,1.8,-7.3,-11.5,-2.5,-1.8,-22.1,-33.1
Cc1ccc(N2CCN(/N=C/C(Cl)=C/c3ccccc3)CC2)cc1,1.6,1.3,-4.8,6.0,-18.8,9.8,4.5,4.2
Cc1ccccc1-c1nc(CN2CCC(C(=O)NCCCN3CCCC3)CC2)c(C)o1,8.0,-1.5,-10.5,3.4,11.5,4.6,-7.6,0.5
CC(=O)Nc1ccc(S(=O)(=O)N2CCN(C(=O)c3ncoc3-c3ccc(C)cc3)CC2)cc1,-7.7,8.1,-4.7,-0.3,12.8,2.4,27.7,8.3
Nc1cccc(C(=O)OCC(=O)Nc2cccc3c2C(=O)c2ccccc2C3=O)c1,-28.2,3.4,-9.5,-7.6,4.8,-22.0,23.5,-12.0
N#C/C(=C1\CCCN1)c1nc2ccccc2c(=O)[nH]1,-9.8,-2.2,-2.7,-9.5,5.0,-5.1,8.7,-1.7
CCOc1ccc(C2C=C(c3ccccc3)Nc3ncnn32)cc1 (configuration not stated),nt,6.4,nt,-3.0,12.2,14.2,-1.1,-7.6

# Two entries picked at random from those above:
SMILES,Gli-Sufu antag,SENP7 block,HKDC1 inhibitor,SENP8 block,Apaf1 inhib,UBC13 inh,697 NFkB inh,Jurkat NFkB inh
CC(C)c1ccc(CN(C)CC(O)c2ccccc2)cc1 (configuration not stated),nt,0.7,-1.9,8.1,-7.6,4.3,17.6,-6.7
O=C(O)c1cnn2c1C(=O)N(Cc1cccs1)CC2,6.1,-6.7,-9.2,2.9,-22.3,-5.7,-38.7,-48.7

# Screening results from PubChem.
